Bioassay records from PubChem BioAssay.
LAP4 TOR yeast: yeast TOR pathway LAP4-GFP modulation; S. cerevisiae LAP4-GFP multiplex, flow cytometry GFP, 3 h; median GFP as percent of DMSO wells; GFP response vs DMSO, % at 10 µM; 320,000 compounds, 0.34% hits; AID 2023;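 active = GFP response vs DMSO above a set limit, about the screen mean plus 3 SD, cut at about 150% in these data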
EBNA-1 inh: blocks EBNA-1 binding to DNA | AID 1950 | 300,000 compounds, 0.34% hits | inhibition, % at 14.8 µM | EBNA-1 DNA binding, fluorescence polarization; in the data active = inhibition above about 28%
proCasp3 act: activates human procaspase-3; 330,000 compounds, 0.11% hits; activation, % at 8.5 µM; P42574; AID 463141; recombinant procaspase-3 D3A, Ac-DEVD-pNA absorbance 405 nm;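 active = activation above the mean of all tested compounds plus 3 SD, cut at about 21% in these data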;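 note: 0% = DMSO alone and 100% = DMSO wells spiked with extra 5 µM PC-3 D3A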
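Test system: Procaspase-3 D3A mutant, all three cleavage aspartates alanine | Dosing: Single dose, 8.5 µM nominal compound, 0.8% DMSO | Schedule: 1 h preincubation, 2 h reaction | Technique: 405 nm absorbance of p-nitroaniline, reads at 0 and 120 min | Repeats: One well per compound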
proCasp7 act: activates human procaspase-7, counter-screen for procaspase-3 activators. activation, % at 8.5 µM. AID 463210. 330,000 compounds, 0.093% hits. recombinant procaspase-7, Ac-DEVD-pNA absorbance 405 nm; D23A/D198A/D206A triple mutant, cannot self-cleave; scale: DMSO 0, 5 µM enzyme 100. P55210;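 active = percent activation above the screen-wide mean plus 3 SD, cut at about 25% in these data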
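Assay system – Uncleavable procaspase-7 mutant enzyme · Quantity – 2 µM procaspase-7 mutant as dispensed · Times – 1 h preincubation, 2 h reaction · Dosing – single nominal 8.5 µM compound dose, 0.8% DMSO final · Buffer or medium – Zinc-free 50 mM HEPES buffer, pH 7.4, with NaCl and Triton X-100 · Detection – Epi-absorbance of released pNA at 405 nm, two timepoints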
RPL19A-GFP yeast: alters RPL19A-GFP fluorescence in TOR pathway yeast screen. S. cerevisiae RPL19A-GFP strain, flow cytometry, 3 h; active compounds read low. percent response vs DMSO, % at 10 µM. 330,000 compounds, 0.3% hits. AID 2025;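 active = percent response vs DMSO below 50%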;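 note: median channel GFP fluorescence of the barcoded RPL19A-GFP strain; ratio of sample median GFP to plate DMSO average so 100% = DMSO; lower means less RPL19A-GFP as with rapamycin TOR inhibition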
AHR act: human AHR activation | P35869 | AHR-responsive luciferase reporter cells, luminescence | activation, % at 5 µM | 320,000 compounds, 2.5% hits | AID 2796; in the data active = activation above about 47%;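 note: 0% = vehicle wells and 100% = reference agonist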
ZTA counter: counter-screen for EBNA-1 inhibitors: inhibitors of Epstein-Barr virus ZTA | P03206 | 320,000 compounds, 0.15% hits | AID 2234 | ZTA-DNA binding, fluorescence polarization | inhibition, % at 11 µM; in the data active = inhibition above about 33%
MEP2 TOR yeast: modulators of TOR pathway MEP2-GFP in S. cerevisiae | S. cerevisiae MEP2-GFP strain, flow cytometry GFP, 3 h; 100% = DMSO control level | 330,000 compounds, 0.51% hits | GFP response vs DMSO, % at 10 µM | AID 2016;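 active = GFP response versus DMSO above a set limit, roughly screen mean plus 3 SD, cut at about 180% in these data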;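 note: median GFP fluorescence of the barcode-gated MEP2-GFP cells per well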
The depositor's hits bear a star; . = not tested or not shown.

#1 Cn1c(=O)c2c(ncn2CC(=O)OCC(=O)Nc2ccccc2)n(C)c1=O
#2 CC(=O)Nc1ccc(NC(=O)Cn2c(=O)n(-c3ccccc3)c(=O)c3oc4ccccc4c32)cc1
#3 CCN(C[C@H]1N[C@@](C)(C(=O)OC)[C@H]2C(=O)N(Cc3ccccc3)C(=O)[C@@H]12)C(=O)Nc1ccccc1
#4 CCN(CC(=O)Nc1c(F)cccc1F)C(=O)C1COc2ccccc2O1 (stereo not given)
#5 COc1ccccc1NC(=O)COC(=O)/C=C/c1ccccc1[N+](=O)[O-]
#6 N#Cc1ccc(-c2ccccc2)nc1SCCN1CCOCC1

Screen / compound no.,1,2,3,4,5,6
LAP4 TOR yeast,108,121,102,103,111,103
EBNA-1 inh,4,-2,.,.,12,-9
proCasp3 act,-11,4,0,0,-3,4
proCasp7 act,1,1,6,-1,-11,-4
RPL19A-GFP yeast,99,104,103,99,105,109
AHR act,1,1,3,-1,2,9
ZTA counter,-24,19,.,-1,17,-16
MEP2 TOR yeast,103,109,105,106,111,105

#7 Cc1cc(C=C2C(=O)c3ccccc3C2=O)c(C)n1-c1ccc(C(=O)O)cc1
#8 CCOc1c(OC)cccc1C1CC(=O)Nc2cc(OC)c(OC)cc21 (stereo not given)
#9 O=[N+]([O-])c1ccc(N=Nc2c(Cl)cc(O)cc2Cl)cc1
#10 CCOc1ccc(NC(=S)N(CCOC)C(C)c2ccco2)cc1 (stereo not given)
#11 Cc1cccc(N2CCN(S(=O)(=O)c3ccc(-c4coc(C)n4)cc3)CC2C)c1 (stereo not given)
#12 CSC(=O)NC(=O)NC(=O)c1ccc([N+](=O)[O-])cc1

Screen / compound no.,7,8,9,10,11,12
LAP4 TOR yeast,104,99,278*,103,92,90
EBNA-1 inh,7,4,9,4,-4,-14
proCasp3 act,3,13,-4,-13,4,1
proCasp7 act,-1,-2,-2,-2,7,-6
RPL19A-GFP yeast,90,95,96,95,102,101
AHR act,3,-1,-3,1,-1,1
ZTA counter,-15,-6,-5,-5,2,-12
MEP2 TOR yeast,96,98,107,94,103,101

#13 CN1/C(=C\C(=O)C[n+]2cccc(Br)c2)C(C)(C)c2ccccc21
#14 OC(COC(c1ccccc1)c1ccccc1)CN1CCN(c2cccc(Cl)c2)CC1 (stereo not given)
#15 CC(C#N)Sc1nnc(Nc2ccccc2)s1 (stereo not given)
#16 Cc1ccccc1S(=O)(=O)Cc1ccc(C(=O)NC2CCCCCC2)o1
#17 CCOc1cc(C(=O)Nc2c(C)ccc3nsnc23)cc(OCC)c1OCC
#18 C=CCN1CCN(C(c2cccc(OC)c2OC)c2nnnn2CCC(C)C)CC1 (stereo not given)

Screen / compound no.,13,14,15,16,17,18
LAP4 TOR yeast,104,89,114,93,104,123
EBNA-1 inh,4,-8,-1,-14,0,0
proCasp3 act,11,7,1,9,10,7
proCasp7 act,1,1,7,4,-1,5
RPL19A-GFP yeast,109,102,125,98,103,98
AHR act,0,-1,3,4,4,0
ZTA counter,9,-6,7,2,18,-15
MEP2 TOR yeast,104,109,108,96,108,116

#19 COc1ccc(C(=O)Oc2cc3c4c(c2)C(C)=CC(C)(C)N4C(=O)C3=O)cc1OC
#20 Fc1cccc(Cl)c1/C=N/Nc1c(Cl)cncc1Cl
#21 COc1ccc(-c2nnc(NC(=O)c3ccc([N+](=O)[O-])o3)o2)c(OC)c1
#22 COc1cccc(CNc2nc(SC)ncc2CO)c1
#23 O=C(c1coc2ccc(O)c(CN3CCOCC3)c12)C1CC1
#24 COc1ccc(/C=N/NC(=O)CCn2c3ccccc3c3ccccc32)cc1OC

Screen / compound no.,19,20,21,22,23,24
LAP4 TOR yeast,.,99,117,97,106,84
EBNA-1 inh,7,-4,4,-12,12,12
proCasp3 act,2,-15,6,8,1,2
proCasp7 act,-9,0,-6,5,3,3
RPL19A-GFP yeast,.,102,97,107,107,98
AHR act,3,-2,-1,2,8,69*
ZTA counter,15,2,1,2,8,-8
MEP2 TOR yeast,.,101,103,115,99,98

#25 Cc1cc(C)c(NC(=O)c2cccc(NC(=O)c3ccco3)c2)c(C)c1
#26 C/C(=N\Nc1ccc(C(F)(F)F)cc1[N+](=O)[O-])C1CC1
#27 CC(C)/C(=N\NS(=O)(=O)c1ccc(Br)cc1)c1cccs1
#28 CCOC(=O)N1CCC(c2cc(=O)n3[nH]cc(C(=O)OC)c3n2)CC1
#29 CCN(CC)c1ccc(NC(=O)COc2ccc(-n3cnnn3)cc2)cc1
#30 Cc1ccc(/C=C/C(=O)N2CCc3ccccc3C2)cc1

Screen / compound no.,25,26,27,28,29,30
LAP4 TOR yeast,104,97,102,99,96,114
EBNA-1 inh,4,0,-12,-3,.,4
proCasp3 act,8,1,-5,8,-1,-1
proCasp7 act,-7,5,1,-5,2,10
RPL19A-GFP yeast,101,102,93,101,100,97
AHR act,6,10,-1,-1,1,27
ZTA counter,15,-5,2,8,.,5
MEP2 TOR yeast,101,95,88,107,102,103

#31 CC1CCCC(C)N1CCCNC(=O)CCn1c(=O)c2cccn2c2cccnc21 (stereo not given)
#32 C=CCSc1nnc(NC(=O)c2cccc(S(=O)(=O)N3CCOCC3)c2)s1
#33 CCOc1ccccc1/C=N\Nc1cnn(Cc2ccccc2)c(=O)c1Cl
#34 O=C(Nc1ccc(S(=O)(=O)NCc2ccccc2)cc1)c1ccc(Br)o1
#35 O=C(N/N=C/c1ccc(OC(=O)c2cccs2)cc1)c1cccc(F)c1
#36 CC(C)Oc1ccc(CNCC2(O)CCOC(C)(C)C2)cc1 (stereo not given)

Screen / compound no.,31,32,33,34,35,36
LAP4 TOR yeast,95,98,104,100,115,94
EBNA-1 inh,3,-2,-9,-4,2,-9
proCasp3 act,3,4,6,6,0,2
proCasp7 act,-3,1,3,11,6,6
RPL19A-GFP yeast,92,101,96,103,105,95
AHR act,-1,0,19,9,4,-1
ZTA counter,0,-18,-14,3,-20,14
MEP2 TOR yeast,98,103,109,102,104,100

Three structures from above, sorted by SMILES length, smallest number first.
#35 O=C(N/N=C/c1ccc(OC(=O)c2cccs2)cc1)c1cccc(F)c1
#34 O=C(Nc1ccc(S(=O)(=O)NCc2ccccc2)cc1)c1ccc(Br)o1
#32 C=CCSc1nnc(NC(=O)c2cccc(S(=O)(=O)N3CCOCC3)c2)s1

Screen / compound no.,35,34,32
LAP4 TOR yeast,115,100,98
EBNA-1 inh,2,-4,-2
proCasp3 act,0,6,4
proCasp7 act,6,11,1
RPL19A-GFP yeast,105,103,101
AHR act,4,9,0
ZTA counter,-20,3,-18
MEP2 TOR yeast,104,102,103

Later entries.
#37 CCOC(=O)c1sc2ncnc(Nc3cccc(C(=O)O)c3)c2c1C
#38 O=C(Nc1sc2c(c1C(=O)O)CCCCC2)c1cccnc1
#39 O=C1CC(N2CCN(c3cccc(C(F)(F)F)c3)CC2)C(=O)N1c1ccccc1F (stereo not given)
#40 COc1ccc2[nH]c(=O)c(CN(C(C)=O)c3ccc(C)cc3C)cc2c1
#41 CC(=O)C1=C(C)N(CC2CC2)C(=O)N[C@H]1c1cccs1
#42 CCOC(=O)c1noc(C)c1C(=O)Nc1nc(C)cc(C)n1

Screen / compound no.,37,38,39,40,41,42
LAP4 TOR yeast,97,93,96,86,118,102
EBNA-1 inh,-8,-2,-6,-4,-1,8
proCasp3 act,-6,7,-8,0,6,4
proCasp7 act,-7,5,-5,-7,-4,0
RPL19A-GFP yeast,101,105,98,105,92,98
AHR act,-1,7,0,16,-2,1
ZTA counter,-12,-8,16,-4,7,8
MEP2 TOR yeast,101,110,102,105,89,94

Sorted by count of non-hydrogen atoms (smallest number first): some entries from above.
#41 CC(=O)C1=C(C)N(CC2CC2)C(=O)N[C@H]1c1cccs1
#38 O=C(Nc1sc2c(c1C(=O)O)CCCCC2)c1cccnc1
#37 CCOC(=O)c1sc2ncnc(Nc3cccc(C(=O)O)c3)c2c1C
#40 COc1ccc2[nH]c(=O)c(CN(C(C)=O)c3ccc(C)cc3C)cc2c1
#32 C=CCSc1nnc(NC(=O)c2cccc(S(=O)(=O)N3CCOCC3)c2)s1
#39 O=C1CC(N2CCN(c3cccc(C(F)(F)F)c3)CC2)C(=O)N1c1ccccc1F (stereo not given)

Screen / compound no.,41,38,37,40,32,39
LAP4 TOR yeast,118,93,97,86,98,96
EBNA-1 inh,-1,-2,-8,-4,-2,-6
proCasp3 act,6,7,-6,0,4,-8
proCasp7 act,-4,5,-7,-7,1,-5
RPL19A-GFP yeast,92,105,101,105,101,98
AHR act,-2,7,-1,16,0,0
ZTA counter,7,-8,-12,-4,-18,16
MEP2 TOR yeast,89,110,101,105,103,102

(more compounds)
#43 CS(=O)(=O)N(CC(=O)N1CCN(c2ccccc2)CC1)c1ccccc1Cl
#44 COc1ccc(C(=O)N2CCN(CCc3ccccn3)CC2)cc1
#45 Cn1c(SCC(=O)Nc2ccc3nc(SCC(=O)NC4CC4)sc3c2)nnc1-c1ccccc1
#46 CC(=O)c1ccc(N2CCN(C(=O)Cc3n[nH]c(=O)c4ccccc34)CC2)cc1
#47 O=C(CCSc1nnc(-c2ccncc2)o1)Nc1cccc2ccccc12
#48 O=C(NCc1csc(-c2ccccc2)n1)c1ccco1

Screen / compound no.,43,44,45,46,47,48
LAP4 TOR yeast,96,101,95,97,99,104
EBNA-1 inh,4,-17,-5,-6,6,8
proCasp3 act,-9,-8,-3,-3,2,5
proCasp7 act,1,1,5,10,-2,5
RPL19A-GFP yeast,92,104,102,93,103,92
AHR act,0,0,13,-1,12,0
ZTA counter,12,-32,-1,-3,-8,0
MEP2 TOR yeast,95,107,98,94,100,99

#49 O=C(COC(=O)c1cc[n+]([O-])cc1)NCc1ccccc1Cl
#50 Cc1nn(C)cc1/C=C1\CCC/C(=C\c2cn(C)nc2C)C1=O
#51 COc1cc(/C=N/NC(=O)c2cnccn2)cc(OC)c1OC
#52 CCC1C(=O)NCCN1C(=O)c1ccccc1OC1CCN(S(C)(=O)=O)CC1 (stereo not given)
#53 O=C(CSc1nc2ccccc2c(=O)n1-c1ccc(OC(F)F)cc1)NCc1cccs1
#54 C=C(C)CNC(=O)c1ccc2nc(Cc3ccc(OC)cc3)oc2c1
#55 CCC(=O)Nc1cc2nn(-c3ccc(C)cc3)nc2cc1C

Screen / compound no.,49,50,51,52,53,54,55
LAP4 TOR yeast,92,108,112,108,97,91,100
EBNA-1 inh,-4,7,0,7,7,-3,0
proCasp3 act,3,7,0,0,7,12,-3
proCasp7 act,7,4,2,-6,0,15,-4
RPL19A-GFP yeast,95,100,100,97,109,103,98
AHR act,3,0,22,0,1,10,15
ZTA counter,3,-4,-19,5,-4,-16,-10
MEP2 TOR yeast,93,111,166,89,107,104,101
